Mtb UGM inh – blocks M. tuberculosis UGM enzyme. inhibition, % at 10 µM. 320,000 compounds, 0.06% hits. purified UGM, fluorescence polarization probe displacement; in the data active means inhibition above about 10%, passing the limit was not always enough; inconclusive means no clear call, values can overlap the other calls
MazF activator – increases E. coli MazEF RNase cleavage of RNA. activation, % at 20 µM. FAM/BHQ RNA-DNA oligo cleavage fluorescence, 5 h. 350,000 compounds, 0.32% hits. AID 504720; in the data active means activation above about 50%
Target sequence (P0AE70 whole entry, looked up): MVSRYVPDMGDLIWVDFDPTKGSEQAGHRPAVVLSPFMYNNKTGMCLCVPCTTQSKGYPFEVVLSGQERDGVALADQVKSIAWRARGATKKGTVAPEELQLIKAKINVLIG
BioA inh – inhibitors of Mycobacterium tuberculosis BioA enzyme | AID 602481 | inhibition, % at 9.99 µM | purified M. tuberculosis BioA enzyme, plate reader | 360,000 compounds, 0.096% hits; in the data active means inhibition above about 40%; inconclusive means no clear call, values can overlap the other calls
Rv3671c inh – inhibits the M. tuberculosis serine protease Rv3671c; P9WHR9; inhibition, % at 5.96 µM; 320,000 compounds, 0.048% hits; in the data active means inhibition above about 38%;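 further: extracellular domain of Rv3671c used as enzyme; 0% = enzyme with DMSO and 100% = no enzyme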
Target sequence (P9WHR9 whole entry, looked up, the tested form may be a part): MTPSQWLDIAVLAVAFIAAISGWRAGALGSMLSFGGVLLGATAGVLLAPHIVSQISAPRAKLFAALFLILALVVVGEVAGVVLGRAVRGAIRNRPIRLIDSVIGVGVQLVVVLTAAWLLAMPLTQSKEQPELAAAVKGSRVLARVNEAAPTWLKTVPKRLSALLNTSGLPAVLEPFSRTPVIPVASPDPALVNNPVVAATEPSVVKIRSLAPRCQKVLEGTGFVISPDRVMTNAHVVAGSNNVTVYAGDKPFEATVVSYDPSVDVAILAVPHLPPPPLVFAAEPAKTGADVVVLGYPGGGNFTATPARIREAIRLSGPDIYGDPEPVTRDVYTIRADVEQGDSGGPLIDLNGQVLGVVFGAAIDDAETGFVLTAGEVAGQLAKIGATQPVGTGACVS
GDH-TPI counter – inhibits GDH-TPI coupling enzymes, artifact for Mtb FBA screen; GDH-TPI coupled enzyme counterscreen, NADH absorbance; inhibition, % at 4.8 µM; 360,000 compounds, 1.2% hits; AID 588335; in the data active means inhibition above about 30%;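 further: 0% = DMSO wells and 100% = wells lacking the enzyme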
PrPC surface inh – inhibitors of human cell surface prion protein PrPC | P04156 | 370,000 compounds, 0.43% hits | TR-FRET read-out | inhibition, % at 13.8 µM; in the data active means inhibition above about 24%; further: 0% = median of the test wells and 100% = reference compound wells
Mtb FBA inh – inhibits M. tuberculosis FBA enzyme; P9WQA3; purified M. tuberculosis FBA, fluorescence read-out; inhibition, % at 1 µM; 360,000 compounds, 2.3% hits; AID 588726; in the data active means inhibition above about 27%;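 further: 0% = vehicle and 100% = reference inhibitor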
Target sequence (P9WQA3 whole entry, looked up): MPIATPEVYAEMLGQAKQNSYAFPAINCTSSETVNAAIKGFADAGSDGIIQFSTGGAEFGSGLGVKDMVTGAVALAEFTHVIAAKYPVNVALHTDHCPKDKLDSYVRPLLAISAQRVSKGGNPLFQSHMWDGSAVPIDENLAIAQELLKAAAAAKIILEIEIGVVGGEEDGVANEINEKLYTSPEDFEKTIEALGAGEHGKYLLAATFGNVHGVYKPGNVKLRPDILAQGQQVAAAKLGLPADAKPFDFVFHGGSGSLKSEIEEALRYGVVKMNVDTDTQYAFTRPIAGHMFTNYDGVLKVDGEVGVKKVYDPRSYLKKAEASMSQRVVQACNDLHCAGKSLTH
FadD28 binding – M. tuberculosis FadD28 bisubstrate binding inhibition; FadD28 bisubstrate probe binding, fluorescence polarization; inhibition, % at 12.5 µM; 360,000 compounds, 0.22% hits; AID 588549; in the data active means inhibition above about 8.5%, passing the limit was not always enough; inconclusive means no clear call, values can overlap the other calls
BoNT-F LC inh – blocks Botulinum neurotoxin F light chain protease; 360,000 compounds, 0.22% hits; Multiplex microsphere protease cleavage assay, flow cytometry; AID 588497; inhibition, % at 10 µM; in the data active means inhibition above about 35%, passing the limit was not always enough; inconclusive means no clear call, values can overlap the other calls; further: plate controls were buffer without enzyme for full effect and enzyme alone for no effect
* hit, by the source's call; ? = inconclusive; nt = no result given; + = active, no number; & = joins results of further samples.

Labels used below – A = Mtb UGM inh; B = MazF activator; C = BioA inh; D = Rv3671c inh; E = GDH-TPI counter; F = PrPC surface inh; G = Mtb FBA inh; H = FadD28 binding; I = BoNT-F LC inh
COc1ccc(-c2oc(/N=C/N3CCOCC3)c(C#N)c2-c2ccc(OC)cc2)cc1
  A: -2.2; B: -3; C: -1.5; D: 12; E: 22; F: 1; G: -3; H: -3.5; I: 12

CCOC(=O)c1[nH]c2ccccc2c1NC(=S)Nc1ccccc1
  A: -0.4; B: 10; C: -0.3; D: -1; E: 5; F: -5; G: 6; H: -1.8; I: -1

CC1CCC2C(=O)N(c3ccccc3OC(=O)c3ccccc3F)C(=O)C2C1 (stereo not given)
  A: -0.6; B: -3; C: -0.7; D: 2; E: 2; F: -3; G: 1; H: -0.8; I: -1

CCC(CO)Oc1cc(NCc2ccccc2)c2ncn(C3CCCC3)c2c1 (stereo not given)
  A: 2.8; B: 2; C: -0.1&0.5; D: -3; E: 11; F: 3; G: 1; H: -0.7; I: 2

Cn1c(=O)c2cc(NC(=S)NCc3ccccc3F)ccc2n1Cc1cccc(C(F)(F)F)c1
  A: nt; B: nt; C: 0.0; D: nt; E: 6; F: -1; G: 21; H: -2.3; I: -3

O=C(NCCCN1CCOCC1)c1cn(-c2ccccc2)nc1-c1cccs1
  A: 0.7; B: 2; C: 0.0; D: 5; E: -2; F: 0; G: 6; H: -3.1; I: 12

CC(C)(C)NC(=O)Cn1c(SCC(=O)NC2CCCCC2)nc2ccccc21
  A: 0.3; B: 1; C: -0.8; D: -29; E: -15; F: 1; G: -5; H: -3.8; I: -8

Cc1nn(S(=O)(=O)c2cccs2)c(C)c1Sc1ccc([N+](=O)[O-])cc1
  A: -2.8; B: -2; C: 5.4; D: -6; E: 2; F: 5; G: 0; H: -2.5; I: 5

Cc1ccc(Cn2c(=S)[nH]c3ccc(N4CCOCC4)cc3c2=O)o1
  A: 0.7; B: 1; C: nt; D: 12; E: 16; F: 0; G: 3; H: 0.1; I: -6

Cc1cnc(C(=O)Nc2ccccc2C(=O)N2CCOCC2)cn1
  A: -0.9; B: -2; C: -0.7; D: 3; E: -9; F: -4; G: 0; H: -1.4; I: -8

CN(Cc1ccccc1)C(=O)CN1CCN(S(=O)(=O)c2ccccc2F)CC1
  A: nt; B: 5; C: 1.5; D: nt; E: 4; F: 11; G: 0; H: -0.4; I: -4

CC(C)NS(=O)(=O)c1ccc2c(c1)NCC2
  A: 0.4; B: 6; C: nt; D: 5; E: 9; F: 2; G: 1; H: 0.0; I: -4

COc1ccc(-c2nnc(SCC(=O)N3CCCC3=O)n2N)cc1OC
  A: -0.8; B: 1; C: 0.5; D: -1; E: 5; F: -4; G: 0; H: -3.8; I: 4

CCCCn1c(N)c(N(CCOC)C(=O)CN(C)CC(=O)Nc2ccc(Cl)c(Cl)c2)c(=O)[nH]c1=O
  A: 2.4; B: -1; C: 4.1; D: -5; E: -1; F: -9; G: -1; H: -3.8; I: -8

COc1ccc(CN2C(=O)c3ccccc3C2C(=O)NCC2CCCO2)c(OC)c1 (stereo not given)
  A: 4.5; B: 7; C: -0.4; D: 3; E: -1; F: 0; G: 3; H: -1.0; I: ?

Cc1ccc(NC(=O)C(C)NC(=O)OCc2ccccc2)cc1C (stereo not given)
  A: 5.2; B: 7; C: nt; D: -1; E: -28; F: 0; G: -2; H: -5.1; I: 1

C/C(=N/Nc1ccccc1[N+](=O)[O-])c1ccc(C)c([N+](=O)[O-])c1
  A: nt; B: 5; C: nt; D: nt; E: 0; F: 5; G: -2; H: 0.2; I: -14

CN(N=O)c1ccc(C=C2C=Cc3ccccc32)cc1
  A: nt; B: -4; C: nt; D: nt; E: 6; F: 2; G: -6; H: -4.7; I: 4

CN(C)c1ccc(C(C(=O)NCC2CCCO2)N(Cc2ccco2)C(=O)c2snc(C(N)=O)c2N)cc1 (stereo not given)
  A: 0.2; B: 7; C: -1.2; D: 5; E: 6; F: 3; G: -1; H: -2.1; I: 5

COc1ccc(N2CCN(C(=O)c3oc4ccccc4c3C)CC2)cc1
  A: -2.0; B: 4; C: nt; D: 12; E: -5; F: -5; G: -3; H: -2.4; I: -5

Cc1cccc(-n2cnc3cc(C(=O)NCC4CCCO4)ccc32)c1 (stereo not given)
  A: nt; B: 4; C: 4.9; D: nt; E: -3; F: 8; G: 0; H: -2.0; I: 0

CCOC(=O)N1CCN(C(=O)c2ccc3nc(N4CCCCC4)sc3c2)CC1
  A: -0.9; B: -2; C: -0.7; D: 7; E: 14; F: 2; G: 2; H: -1.6; I: 6

Nc1nc(-c2ccccc2)c(-c2ccccc2)o1
  A: -0.4; B: 9; C: -0.9; D: 3; E: -3; F: 4; G: 5; H: -0.4; I: nt

O=C(Nc1ccc(Cl)c(C(F)(F)F)c1)[C@@H]1CC=C[C@@H]2CCN(Cc3ccccc3)C(=O)[C@@H]21
  A: -0.4; B: -3; C: 0.5; D: -7; E: 0; F: 3; G: -3; H: -0.9; I: 2

O=C(c1ccncc1)N1CCN(S(=O)(=O)c2cccc(F)c2)CC1
  A: 0.5; B: 2; C: -0.9; D: 1; E: -6; F: 3; G: -3; H: -3.9; I: -4

Next part
molecule	Mtb UGM inh	MazF activator	BioA inh	Rv3671c inh	GDH-TPI counter	PrPC surface inh	Mtb FBA inh	FadD28 binding	BoNT-F LC inh
CCCOc1ccc(N2C(=O)CC(N(CCCO)C(=O)CC)C2=O)cc1 (stereo not given)	0.7	-14	0.1	-5	-8	8	1	-3.5	?
CCOc1ccccc1NC(=O)COC(=O)C1CC1	1.0	2	nt	-15	-1	2	0	-1.7	-6
COc1ccc(/C=C/C(=O)NC(=S)Nc2ccccc2C(=O)NC2CCCCC2)cc1	-1.6	-13	nt	-1	9	2	-1	1.3	7
CCCCOc1ccc(C(=O)NCC(=O)NCC(c2ccc(F)cc2)N2CCOCC2)cc1 (stereo not given)	-1.7	5	nt	8	-9	-6	1	-4.4	17
Cc1[nH]c2ccccc2c1/C=N/NC(=O)c1cc(C(C)C)[nH]n1	-0.4	9	nt	6	47*	-1	2	-0.4	nt
Cc1ccc2[nH]c3c(c2c1)CCNC3=O	-0.3	-3	-0.5	2	11	6	75*	-0.9	-4
CCOC(=O)Cc1csc(NC(=O)/C=C/c2ccc(OC)cc2)n1	3.9	-13	2.5	-4	22	2	-1	-0.7	-2
CCc1ccc(NC(=S)Nc2cccc(OC)c2)cc1	-1.0	-2	-0.7	12	9	0	1	0.4	-4
Cc1cc(NS(=O)(=O)c2ccc(NC(NC(=O)C(C(F)(F)F)C(F)(F)F)(C(F)(F)F)C(F)(F)F)cc2)no1	nt	11	-2.2	nt	-1	nt	0	-4.3	?
CCOC(=O)N1CCN(C(=O)C2CCCN(S(=O)(=O)c3ccc(OCC)cc3)C2)CC1 (stereo not given)	-0.2	-5	1.2	2	6	-2	3	-3.6	-3
Cc1ccc(NCN2C(=O)C(=O)c3ccccc32)nc1	0.1	1	-2.8	-7	-5	-1	-7	-3.0	-10
CCc1cccc(NC(=O)C2CCN(c3ncnc4sc(C)c(C)c34)CC2)c1	2.3	-9	1.0	-12	-3	7	3	-0.8	-5
CS(=O)(=O)Nc1ccc(C2=NN(C(=O)CCCC(=O)O)C(c3cccs3)C2)cc1 (stereo not given)	2.0	-7	-0.2	0	11	-6	+	-2.3	37*
CCCCCCN1C[C@@H](O)[C@H](n2cc(-c3ccc(F)cc3)nn2)C[C@@H]1c1ccc(OC)cc1	nt	6	0.6	nt	1	0	2	-0.4	-1
CC/C(=C\C(=O)c1ccncc1)Nc1ccc(Br)cc1	-4.5	-1	nt	-4	12	9	3	-1.6	-14
O=C(Nc1ccc(Cc2ccncc2)cc1)c1ccc(Cl)c([N+](=O)[O-])c1	nt	13	19	-8	3	-21	-1	-4.3	-19
CCOC(=O)CC(SP1(=S)OCC2(CCCCC2)CO1)C(=O)OCC (stereo not given)	nt	-12	0.5	nt	2	1	-1	0.0	-1
COC(=O)c1ccc(C(=O)N2CCCCCC2(C)C(=O)NC(C)C)cc1 (stereo not given)	nt	nt	-0.3	nt	7	0	-4	-1.5	3
COc1cc(C2c3cc4c(cc3OC(NNC(N)=S)C2C)OCO4)cc(OC)c1OC (stereo not given)	nt	3	nt	nt	7	15	1	0.0	3
CCOc1ccc(-c2nc(CSc3nncs3)cs2)cc1OC	-0.4	6	23	4	1	-4	3	-2.0	41*
COC(=O)CSC(=S)N1CCCC(C)C1 (stereo not given)	1.4	-3	nt	0	-6	6	-4	-3.2	2
CN(C)C(=O)c1ccc(NC(=O)c2cccnc2)cc1	1.0	-4	6.1	-2	-5	1	2	1.2	1
CN1C(=O)/C(=C2/C=Cc3ccccc3N2CCCS(=O)(=O)O)SC1=S	-2.4	0	8.4	0	6	-66	-38	-1.5	-10
Cc1cc(=O)cc(C)n1-c1ccccc1N1CCOCC1	-3.4	-1	-1.3	6	-9	-2	2	0.7	-4

The list goes on; the last 2 above are carried over.
molecule	Mtb UGM inh	MazF activator	BioA inh	Rv3671c inh	GDH-TPI counter	PrPC surface inh	Mtb FBA inh	FadD28 binding	BoNT-F LC inh
CN1C(=O)/C(=C2/C=Cc3ccccc3N2CCCS(=O)(=O)O)SC1=S	-2.4	0	8.4	0	6	-66	-38	-1.5	-10
Cc1cc(=O)cc(C)n1-c1ccccc1N1CCOCC1	-3.4	-1	-1.3	6	-9	-2	2	0.7	-4
O=c1[nH]c(NCc2ccco2)nnc1Cc1ccccc1Cl	2.3	-2	-1.1	12	3	10	4	0.5	11
CCn1c(CNC(=O)c2cccs2)nnc1SCC(=O)Nc1ccc(Cl)cc1	-0.2	2	5.3	-1	0	14	-2	-4.0	-5
CCOC(=O)C1CCCCN1C(=O)c1ccc2nc(Cc3ccc(OC)cc3)oc2c1 (stereo not given)	1.3	-1	0.3	-11	4	5	4	-3.2	-1
COC(=O)c1ccc(NCc2cc(O)ccc2O)cc1O	nt	-11	nt	nt	3	2	0	-1.6	-6
Nc1ncc2c(n1)CC(c1ccco1)CC2=O (stereo not given)	5.1	13	-2.3	2	19	8	2	-2.7	-17
O=C(CNC(=O)OCc1ccccc1)Nc1ccc(Br)cc1C(=O)c1ccccc1Cl	1.5	-1	nt	-10	12	-4	-1	-3.4	1
O=C(NNc1ncnc2c1cnn2-c1ccccc1)c1ccco1	0.2	10	0.8	-1	-1	-4	0	-0.9	-2

Arranged by SMILES length (ascending): 7 of the compounds above
molecule	Mtb UGM inh	MazF activator	BioA inh	Rv3671c inh	GDH-TPI counter	PrPC surface inh	Mtb FBA inh	FadD28 binding	BoNT-F LC inh
COC(=O)c1ccc(NCc2cc(O)ccc2O)cc1O	nt	-11	nt	nt	3	2	0	-1.6	-6
CN(C)C(=O)c1ccc(NC(=O)c2cccnc2)cc1	1.0	-4	6.1	-2	-5	1	2	1.2	1
O=c1[nH]c(NCc2ccco2)nnc1Cc1ccccc1Cl	2.3	-2	-1.1	12	3	10	4	0.5	11
O=C(NNc1ncnc2c1cnn2-c1ccccc1)c1ccco1	0.2	10	0.8	-1	-1	-4	0	-0.9	-2
CN1C(=O)/C(=C2/C=Cc3ccccc3N2CCCS(=O)(=O)O)SC1=S	-2.4	0	8.4	0	6	-66	-38	-1.5	-10
CCOC(=O)C1CCCCN1C(=O)c1ccc2nc(Cc3ccc(OC)cc3)oc2c1 (stereo not given)	1.3	-1	0.3	-11	4	5	4	-3.2	-1
O=C(CNC(=O)OCc1ccccc1)Nc1ccc(Br)cc1C(=O)c1ccccc1Cl	1.5	-1	nt	-10	12	-4	-1	-3.4	1

Screening data (PubChem BioAssay)
